MsrA inhibitor: inhibits bovine methionine sulfoxide reductase A; 360,000 tested, 0.75% active; purified bovine MsrA, absorbance read-out; inhibition, % at 15.5 µM; in the data active means inhibition above about 4.5%;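 further: 0% = vehicle wells with enzyme and 100% = reference inhibitor wells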
Rin1-Abl PPI inh: human Rin1-Abl interaction inhibition. P00519+Q13671. TR-FRET Rin1/Abl binding, biochemical. inhibition, % at 7.35 µM. 360,000 tested, 0.4% active. AID 588664; in the data active means inhibition above about 5%, passing the limit was not always enough
SKN-1 block: blocks SKN-1 activity in C. elegans; C. elegans VP596 Pgst-4::GFP/RFP ratio, acrylamide-induced, 24 h; inhibition, % at 21.8 µM; 360,000 tested, 0.49% active; AID 624304;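 active means interference check ratio from 0.5 to 1.5 plus GFP to RFP signal ratio inhibition reaching or exceeding a fixed threshold, cut at about 30% in these data, passing the limit was not always enough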; further: some compounds called inactive have numbers as strong as hits
MT1-MMP act inh: blocks activation of human MT1-MMP; 360,000 tested, 0.061% active; GFP/RFP ratio change, % at 20 µM; HT1080 RFP-PRO-GFP cells, GFP/RFP ratio fluorescence, overnight; percent of plate control window, DMSO zero;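 active means GFP/RFP ratio change of at least 30% with cell ATP level not reduced by more than half and red fluorescence within 50% of control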; further: strong numbers were not always called active
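Assay system: HT1080 cells carrying an RFP-PRO-GFP reporter | Dosing: Single dose of 20 µM compound, 1% DMSO final | Incubation: Cells overnight before dosing, compound overnight, 37 °C, 5% CO2 | Evaluation: GFP/RFP fluorescence ratio | Control set: DMSO and RFP-L50D-GFP cell wells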
Neddyl block: blocks human cullin neddylation | P61081+Q13564 | TR-FRET cullin neddylation, biochemical | calls only at 25 µM | 360,000 tested, 0.58% active | AID 651699; in the data active means inhibition above about 36%
E coli Lon inh: E. coli protease La inhibition | P0A9M0 | purified E. coli Lon protease, fluorescence polarization | inhibition, % at 7.94 µM | 360,000 tested, 0.42% active; in the data active means inhibition above about 13%, passing the limit was not always enough;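 further: 0% = enzyme with probe and DMSO and 100% = no enzyme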
Target sequence (P0A9M0 whole entry, looked up): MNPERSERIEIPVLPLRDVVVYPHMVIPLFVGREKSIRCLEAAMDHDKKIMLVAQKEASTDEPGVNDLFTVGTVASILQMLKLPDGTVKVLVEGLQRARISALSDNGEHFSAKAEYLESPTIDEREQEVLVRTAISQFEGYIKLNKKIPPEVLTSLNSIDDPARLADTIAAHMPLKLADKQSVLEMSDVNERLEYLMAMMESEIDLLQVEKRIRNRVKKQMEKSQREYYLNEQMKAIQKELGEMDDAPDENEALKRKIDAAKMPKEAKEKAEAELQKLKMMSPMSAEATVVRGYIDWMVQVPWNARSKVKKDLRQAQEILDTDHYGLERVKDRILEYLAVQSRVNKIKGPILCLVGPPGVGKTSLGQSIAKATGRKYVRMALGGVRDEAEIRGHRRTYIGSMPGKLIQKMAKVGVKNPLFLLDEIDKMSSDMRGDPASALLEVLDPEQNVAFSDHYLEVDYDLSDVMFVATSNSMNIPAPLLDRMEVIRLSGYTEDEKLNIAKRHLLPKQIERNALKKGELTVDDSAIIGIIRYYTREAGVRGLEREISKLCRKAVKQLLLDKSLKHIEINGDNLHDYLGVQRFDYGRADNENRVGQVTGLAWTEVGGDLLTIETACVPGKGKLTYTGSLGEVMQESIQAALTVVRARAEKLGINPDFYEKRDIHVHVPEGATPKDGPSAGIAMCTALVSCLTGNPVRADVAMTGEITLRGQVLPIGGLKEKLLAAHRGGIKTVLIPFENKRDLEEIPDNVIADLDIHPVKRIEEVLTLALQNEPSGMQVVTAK
FAS-TE inh: FAS thioesterase (human) inhibition | P49327 | recombinant FAS-TE, OMFH fluorogenic substrate, fluorescence endpoint | inhibition, % at 15 µM | 360,000 tested, 0.67% active | AID 602261;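 active means compounds whose normalised, plate-corrected inhibition of enzyme fluorescence in the single-dose primary screen is 50% or more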;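 further: 0% = DMSO with enzyme and 100% = substrate without enzyme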
NRP1-CendR mod: NRP-1/CendR interaction modulation; 360,000 tested, 0.85% active; inhibition, % at 25 µM; FAM-RPARPAR peptide binding to NRP-1, fluorescence polarization; O14786;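 active means inhibition or corrected inhibition above about 18%, plus a signal ratio from 0.5 to 1.5, limit read from the data, passing the limit was not always enough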; further: strong numbers were not always called active
MsrA act: activates bovine MsrA enzyme; purified bovine MsrA, absorbance read-out; activation, % at 10.6 µM; 360,000 tested, 0.3% active; AID 602163; in the data active means activation above about 7.5%;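 further: 0% = vehicle and 100% = reference activator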
Numbers without * were called inactive; i = inactive; . = not tested or not shown. This is a random part of the collection; any-hit rate near 4.2%.

SMILES | MsrA inhibitor | Rin1-Abl PPI inh | SKN-1 block | MT1-MMP act inh | Neddyl block | E coli Lon inh | FAS-TE inh | NRP1-CendR mod | MsrA act
CC(=O)N1Cc2cc(C(=O)NCC(F)(F)F)nc(-c3cccc(-c4cccnc4)c3)c2[C@H]1CCO | 0.1 | . | -4 | 0 | i | -9 | -9 | -5 | -5
CC(=O)c1cccc(NC(=S)NC2CC2)c1 | -0.2 | 0 | 3 | -4 | i | 3 | -15 | -2 | -2
O=C(O)C1CC=CCC1C(=O)NNS(=O)(=O)c1ccccc1 (configuration not stated) | -1.6 | 3 | -10 | -2 | i | -2 | -8 | 4 | -10
CC1(Oc2ccccc2)CCN(Cc2csc3ccccc23)C1 (configuration not stated) | -0.1 | -4 | 2 | -2 | i | 0 | 15 | -5 | -2
O=C(N/N=C/c1ccncc1)c1nc2ccccc2c(=O)[nH]1 | 1.2 | -4 | 1 | 1 | i | 4 | -5 | -15 | -1
COc1ccc(C(=O)CSc2nnc(CNc3nc(-c4ccccc4)cs3)n2C)cc1 | 0.8 | 2 | -12 | -1 | i | -2 | 6 | 6 | -10
COc1ccc2nc(N/C(N)=N/S(C)(=O)=O)nc(C)c2c1 | 0.8 | -1 | -5 | 4 | . | 2 | -7 | -14 | -4
CC(=O)c1cccc(N(C(=O)CNC(=O)c2ccco2)C(C(=O)NCC2CCCO2)c2ccccc2)c1 (configuration not stated) | 0.1 | -2 | 2 | 0 | i | 2 | -5 | 9 | -2
O=C(/C=C/c1c(Cl)cccc1Cl)NCCCn1ccnc1 | -1.1 | -2 | -7 | 2 | i | 0 | -2 | 6 | -5
OCC[C@H]1C[C@H](O)[C@@H](O)[C@]2(CCCCO2)O1 | -0.5 | 1 | -7 | -1 | i | -7 | -8 | 28* | -15
COc1ccc(NC(=O)CC#N)cc1OC | -1.1 | 0 | -7 | -2 | i | 1 | -10 | -1 | -4
CC(C)(NO)/C(=N/O)c1cccs1 | 1.5 | 3 | 1 | -1 | i | 0 | -6 | -4 | -2
COc1ccc(-n2nc(C(=O)NCC(=O)NCCN(C)C)c3ccccc3c2=O)cc1 | 0.8 | 2 | 2 | 2 | i | 3 | -5 | -3 | -4
Cc1ccc(CNC(=O)[C@H]2O[C@@H](n3cnc4c(N)ncnc43)[C@H](O)[C@@H]2O)o1 | -0.1 | 1 | 17 | 1 | i | -4 | -12 | 6 | 1
CCOC(=O)N1CCN(CC(O)COc2ccc(CC)cc2)CC1 (configuration not stated) | 3.1 | -1 | -17 | 3 | i | -8 | -6 | 4 | -2

9 entries already listed, sorted by length of the SMILES, high to low:
SMILES | MsrA inhibitor | Rin1-Abl PPI inh | SKN-1 block | MT1-MMP act inh | Neddyl block | E coli Lon inh | FAS-TE inh | NRP1-CendR mod | MsrA act
Cc1ccc(CNC(=O)[C@H]2O[C@@H](n3cnc4c(N)ncnc43)[C@H](O)[C@@H]2O)o1 | -0.1 | 1 | 17 | 1 | i | -4 | -12 | 6 | 1
CC(=O)c1cccc(N(C(=O)CNC(=O)c2ccco2)C(C(=O)NCC2CCCO2)c2ccccc2)c1 (configuration not stated) | 0.1 | -2 | 2 | 0 | i | 2 | -5 | 9 | -2
COc1ccc(C(=O)CSc2nnc(CNc3nc(-c4ccccc4)cs3)n2C)cc1 | 0.8 | 2 | -12 | -1 | i | -2 | 6 | 6 | -10
O=C(N/N=C/c1ccncc1)c1nc2ccccc2c(=O)[nH]1 | 1.2 | -4 | 1 | 1 | i | 4 | -5 | -15 | -1
O=C(O)C1CC=CCC1C(=O)NNS(=O)(=O)c1ccccc1 (configuration not stated) | -1.6 | 3 | -10 | -2 | i | -2 | -8 | 4 | -10
CCOC(=O)N1CCN(CC(O)COc2ccc(CC)cc2)CC1 (configuration not stated) | 3.1 | -1 | -17 | 3 | i | -8 | -6 | 4 | -2
O=C(/C=C/c1c(Cl)cccc1Cl)NCCCn1ccnc1 | -1.1 | -2 | -7 | 2 | i | 0 | -2 | 6 | -5
CC(=O)c1cccc(NC(=S)NC2CC2)c1 | -0.2 | 0 | 3 | -4 | i | 3 | -15 | -2 | -2
CC(C)(NO)/C(=N/O)c1cccs1 | 1.5 | 3 | 1 | -1 | i | 0 | -6 | -4 | -2

Remaining list, next part.
SMILES | MsrA inhibitor | Rin1-Abl PPI inh | SKN-1 block | MT1-MMP act inh | Neddyl block | E coli Lon inh | FAS-TE inh | NRP1-CendR mod | MsrA act
COC(=O)c1cccc(-n2c(C)cc(C=O)c2C)c1 | -0.6 | 0 | -3 | 2 | i | -9 | -16 | -8 | -1
Cc1ccn2cc(CCNC(=O)CC(C)(C)C)nc2c1 | 0.4 | -1 | 5 | 4 | i | -4 | -8 | 13 | 1
O=C(CSc1ncccn1)N1CCC(Cc2ccccc2)CC1 | 0.6 | 1 | -4 | -1 | i | -5 | 0 | 2 | -3
COc1ccc(N2C(=O)C(CC(=O)Nc3ccc(F)cc3)N(CCc3ccc(OC)c(OC)c3)C2=O)cc1 (configuration not stated) | -0.8 | 0 | 0 | 2 | i | 3 | -2 | 10 | 1
N#CCS(=O)(=O)c1ccccc1 | -0.3 | -2 | -5 | 5 | i | -2 | -11 | 24* | 1
Cc1ccc(-n2ncc3c(N4CCC(C(N)=O)CC4)ncnc32)c(C)c1 | 0.0 | -4 | -14 | -2 | i | -18 | -10 | -10 | -3
CC(C)c1cc(CNC(=O)CCc2nnc(CCCc3ccccc3)o2)on1 | -0.7 | 2 | -5 | 1 | i | 9 | -4 | 4 | -4
CCCCCCOC(=O)c1ccc(OC(=O)c2cccnc2)cc1 | . | -1 | 11 | -1 | i | 8 | 31 | 3 | -2
COc1ccccc1NC(=S)N1CCCc2ccccc21 | 0.5 | -1 | -3 | 3 | i | -1 | -4 | 7 | 0
O=C(COC(=O)Cc1ccsc1)Nc1ccc(Cl)cc1F | -1.2 | -1 | -21 | 3 | i | 11 | 2 | 17 | -3
CCOC(=O)Cn1cnc2c(sc3nc(C)cc(C)c32)c1=O | -0.2 | 1 | -4 | 1 | i | 5 | 0 | -14 | -3
Cc1ccc(C)n1-n1c(C)nc2scc(-c3ccccc3)c2c1=O | 27* | 2 | 16 | 0 | i | 4 | 11 | 2 | -4
CC(C)N(Cc1ccccc1)C(=O)c1ccc2c(c1)OCO2 | 0.7 | 0 | 4 | 3 | i | 7 | -3 | -2 | -8
CC1(C2CC2)NC(=O)N(CC(=O)Nc2ccc(Cl)c([N+](=O)[O-])c2)C1=O (configuration not stated) | -0.2 | -3 | 6 | 4 | i | 6 | 26 | 3 | -2
COc1cc(NC(=O)CN2C(=O)COc3ccc(S(=O)(=O)N4CCCCC4)cc32)cc(OC)c1 | -0.9 | 1 | -10 | 3 | i | -4 | 35 | 2 | -1
Cc1cccc(OCC(=O)Nc2cc(Cl)ccc2-n2cncn2)c1C | -0.1 | 2 | -6 | -2 | i | -10 | 15 | -3 | -4
CCn1c(SCC(=O)NC2CC2)nnc1-c1ccc(OC)cc1 | -0.4 | 2 | 12 | -1 | i | 6 | -3 | 11 | -2
O=S(=O)(Nc1cccc2ccccc12)c1ccccc1F | 0.7 | 3 | -5 | 0 | i | 6 | 2 | 0 | -9
CN1C(=O)/C(=C/C=C2\SCCN2C)N(C)C1=S | 0.7 | -19 | 47* | 26 | i | -59 | 2 | -235 | -4
CCS(=O)(=O)N1Cc2cc(C(=O)N(C)C)nc(-c3cccc(-c4ccc(F)cc4)c3)c2[C@@H]1CCO | -0.6 | . | 17 | 3 | i | -3 | -2 | 4 | -5
CCOC(=O)Cc1c(C)[nH]c(=S)[nH]c1=O | 0.1 | 1 | -29 | 8 | i | 2 | -14 | 8 | 1
COC(=O)c1cc(C)sc1NC(=O)C1CC=CCC1C(=O)O (configuration not stated) | 0.1 | -32 | 5 | 3 | i | -4 | -11 | 2 | -2
CC(=O)OCCN(C)c1cc(SC(C)C)c2nonc2c1[N+](=O)[O-] | 1.4 | -1 | -3 | 1 | i | 6 | 14 | 14 | -8
COc1cc(OC)cc(C(=O)N[C@H](C(=O)NC2=NCCS2)C(C)C)c1 | 0.8 | -1 | -4 | -3 | i | 4 | -5 | 2 | -4
COc1cc(OC)c2cc[nH]c2c1 | 0.6 | -1 | 2 | 5 | i | 0 | -10 | -4 | -8
CC(=O)c1c(C)[nH]c(C(=O)COc2ccc3c(C)cc(=O)oc3c2)c1C | 0.8 | 1 | 4 | 1 | i | -1 | -7 | -2 | -1
O=C(O)CCCC(=O)N1CCc2cc(S(=O)(=O)NCc3ccc(F)cc3)ccc21 | 0.9 | -4 | -2 | 1 | i | 2 | -4 | -3 | -1
COc1cc(/C=N/Nc2nc(Nc3ccc(C)cc3)nc(-n3nc(C)cc3C)n2)cc(OC)c1OC | 2.9 | 3 | 5 | -8 | i | 4 | 1 | -1 | -1
CCc1ccc(CN2CCC(C(=O)Nc3ccc(-n4nc(C)cc4C)cc3)CC2)o1 | 0.2 | -2 | 17 | 2 | i | 4 | -1 | 1 | 1
COc1ccc(NS(=O)(=O)c2ccc3oc(Nc4ccc5c(c4)OCCO5)nc3c2)cc1 | 3.0 | -2 | 10 | -8 | i | 1 | 20 | -3 | -6
O=C(NCC1CCCO1)c1ccc(C(=O)NCC2CCCO2)cc1 (configuration not stated) | -0.6 | 3 | -4 | 0 | i | -1 | -5 | 0 | 1
COc1ccc(O)c(C(=O)C2c3ccccc3C(=O)N2c2ccc(C)cc2)c1 (configuration not stated) | -0.1 | 5 | 12 | -9 | i | -2 | 16 | 4 | -7
O=C(COc1ccccc1)Nc1ccc(Cl)cn1 | 0.0 | 3 | -3 | -2 | i | -1 | -5 | 10 | -9
O=C(CCS(=O)(=O)c1ccccc1)NCc1ccccc1 | -0.4 | 0 | -2 | -8 | i | 3 | -3 | -5 | -9
CSc1ccccc1C(=O)Nc1ccc(C)cc1C | -0.8 | -1 | 5 | -1 | i | -4 | -7 | 1 | -5
Cc1ccc(CCNC(=O)c2ccc(NC3=NC4CS(=O)(=O)CC4S3)cc2)cc1 (configuration not stated) | 1.3 | 8.5* | 0 | 2 | i | -10 | -6 | 5 | -1
Cc1ccc2c(c1)C1CN(C)CCC1N2C(=O)COc1ccc(N(C)C(=O)C(C)(C)C)cc1 (configuration not stated) | 0.8 | 4 | 11 | 2 | i | -5 | -1 | 6 | -8
COc1ccccc1N1CCN(C2CCCN(Cc3cc(F)cc(F)c3)C2)CC1 (configuration not stated) | 1.0 | 2 | -3 | 0 | i | 10 | 3 | -1 | -5
CCOc1ccc(NC(=S)N(C)C)cc1 | 0.1 | 0 | 3 | 4 | i | -4 | -2 | 0 | -2
COc1ccc(CCN(C)C2CCCN(C(=O)CCC(F)(F)F)C2)cc1OC (configuration not stated) | 1.0 | -1 | -4 | 2 | i | -2 | -6 | 19 | -2
CCOC(=O)c1ccccc1NC(=O)[C@@H]1CCCN1C(=O)OC(C)(C)C | -0.5 | -1 | 12 | 0 | i | -2 | -3 | 10 | 3
CC(C)Cc1nnc(NS(C)(=O)=O)s1 | -0.5 | -3 | 0 | 5 | i | 5 | -5 | 1 | -1
COc1ccc2c3c(cccc13)OCC2=O | 0.0 | 2 | -8 | -19 | i | 2 | -5 | -1 | -2
COC(=O)c1ccc(NC(=S)N2CCN(C(=O)c3ccco3)CC2)cc1 | -0.9 | 4 | 4 | 1 | i | -2 | -5 | 2 | -1
